# Mtb RmlCD inh = M. tuberculosis RmlC/RmlD inhibition; RmlC+RmlD coupled enzyme assay, percent inhibition; primary screen in compound mixtures; inhibition, % at 3.6 µM; 160,000 tested, 0.03% active; AID 1533; in the data active means inhibition mostly above about 34%, no sharp cut-off; inconclusive means no clear call, values can overlap the other calls; inactive means mostly below about 22%; further: some results filed as inactive read as strong as hits
# Target sequence (P9WH09 whole entry, looked up): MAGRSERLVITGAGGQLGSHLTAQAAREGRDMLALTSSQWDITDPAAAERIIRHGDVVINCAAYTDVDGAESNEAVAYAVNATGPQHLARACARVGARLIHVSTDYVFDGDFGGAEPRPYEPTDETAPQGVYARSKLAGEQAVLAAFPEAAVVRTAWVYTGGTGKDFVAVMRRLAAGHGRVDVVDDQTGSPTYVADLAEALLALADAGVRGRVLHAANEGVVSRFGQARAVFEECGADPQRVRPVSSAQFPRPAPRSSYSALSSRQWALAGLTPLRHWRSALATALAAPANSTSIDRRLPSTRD
# Target sequence (P9WH11 whole entry, looked up): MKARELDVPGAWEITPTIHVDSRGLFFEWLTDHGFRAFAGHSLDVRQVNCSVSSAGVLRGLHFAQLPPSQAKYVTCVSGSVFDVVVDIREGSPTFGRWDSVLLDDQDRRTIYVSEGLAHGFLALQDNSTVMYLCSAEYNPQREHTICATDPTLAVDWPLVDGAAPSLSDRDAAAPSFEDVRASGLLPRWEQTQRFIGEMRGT
# M. tuberculosis GlmU = inhibition of mycobacterial GlmU enzyme – biochemical, glucosamine-1-phosphate acetyltransferase (AID 1376); M. tuberculosis GlmU acetyltransferase enzyme assay; higher % means a stronger effect; 220,000 tested, 0.25% active; inhibition, %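 (tested at 30 µM in the primary screen)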; hits with a dose series show IC50 in µM; in the data active means inhibition above about 13%; inconclusive means no clear call, values can overlap the other calls;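 further: 0% = complete reaction with vehicle and 100% = reaction without substrate; strong numbers were not always called active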
# An asterisk follows results filed as active; ? = inconclusive; . = not tested or not shown; & = joins results of further samples. This is a subset; count on the stated rates, not on these rows.
# Values run as follows: Mtb RmlCD inh | M. tuberculosis GlmU
NC(=O)CC(NC(=O)Cc1cccc2ccccc12)c1ccc(NCCc2cccc(F)c2)c([N+](=O)[O-])c1 (configuration not stated)
    -11.1 | 5.2%
O=C(CSc1nnc(-c2ccco2)c(-c2ccco2)n1)c1ccccc1
    -8.1 | 0.2%
CC(=O)c1sc(N/N=C2\CC3CCC2(C)C3(C)C)nc1C (configuration not stated)
    6.5 | 4.8%
O=C(Nc1ccccc1C(F)(F)F)c1cc2ncc(CCCl)cn2n1
    0.6 | -5.1%
O=C(N/N=C/c1cccnc1)c1ccccc1NS(=O)(=O)c1cccs1
    -11.0 | -5.0%
Cc1ccc(C(=O)NCCSc2snnc2C)cc1
    6.8 | 0.7%
C=CC[n+]1c(-c2ccc(C)cc2)csc1Nc1ccc(NC(C)=O)cc1
    33.5 | -0.5%
COc1cccc(C(=O)COc2ccc3c(C)c(Cc4ccccc4)c(=O)oc3c2)c1
    . | 2.3%
Cc1noc(C)c1CSc1nnnn1-c1ccc(Cl)cc1
    . | 5.4%
CNC(=O)c1[nH]cnc1C(=O)Nc1ccc(Cl)cc1
    . | -1.9%
CCn1c(SCC(=O)N2CCCCC2)nc2c(c1=O)SC(C)C2 (configuration not stated)
    2.7 | -0.9%
CCC(=O)Oc1ccc(C(=O)Nc2ccc([N+](=O)[O-])cc2)cc1
    7.0 | 0.4%
CC1CC(Nc2ccccc2)c2ccccc2N1C(=O)c1ccco1 (configuration not stated)
    7.0 | 2.1%
O=C(CN1CCOCC1)Nc1cc(Cl)ccc1Cl
    . | -3.1%
CCCN1CC=C2C(C#N)=C(N)C(C#N)(C#N)C(c3cc(OC)ccc3OC)C2C1 (configuration not stated)
    43.9 | -5.6%
CC(C)N(Cc1nc(-c2ccccc2)no1)S(=O)(=O)c1ccccc1
    . | 1.5%
CCC(C(=O)NNC(=O)c1cnccn1)c1ccccc1 (configuration not stated)
    3.6 | 9.5%
C=CCc1c(C)nc(C)nc1N/N=C/c1ccc([N+](=O)[O-])cc1
    -3.2 | -5.3%
Nc1sc2c(c1C(=O)NC1CCS(=O)(=O)C1)CCCC2 (configuration not stated)
    32.0 | 3.5%
CCC(C)N(C(=O)Cn1nnc2ccccc21)C(C(=O)NCc1ccco1)c1cccc(OC)c1 (configuration not stated)
    -11.2 | -3.7%
C/C=C(\C)CN1CCN(c2cccc(C)c2C)CC1
    31.2 | -3.3%
Cn1cc(C(c2ccccn2)c2cn(C)c3ccccc23)c2ccccc21
    3.4 | -0.7%
Cc1cc(=O)[nH]c(SCC(=O)NC(c2ccccc2)c2ccccc2)n1
    0.6 | -1.1%
CCNc1nc(NCC)nc(C(=O)Nc2ccccc2)n1
    1.8 | 2.8%
CC1(C)CC(=O)C(N=Nc2ccc(F)cc2)=C(O)C1
    . | 1.6%
CCOC(=O)Cn1c(CN2CCOCC2)nc2c1c(=O)[nH]c(=O)n2C
    8.6 | -5.1%
O=C(N=Nc1c(O)[nH]c2ccccc12)c1cccc(S(=O)(=O)Nc2ccccc2Cl)c1
    -9.7 | 1.3%
COc1ccc(C2C=C(c3ccc(C)cc3)Nc3ncnn32)cc1 (configuration not stated)
    -6.5 | .
Cc1csc(SCC(=O)Nc2cccc(S(=O)(=O)N3CCCC3)c2)n1
    . | 2.0%
COc1ccc(S(=O)(=O)N2CCC(C(=O)Nc3cccc(C(C)=O)c3)CC2)cc1C
    . | 1.4%
COc1ccccc1NCC(=O)N/N=C/c1sccc1C
    5.3 | 1.2%
CCOc1ccccc1OCCCC(=O)Nc1sccc1C(N)=O
    . | 1.2%
CCc1ccc2[nH]c(=O)c(C(c3nnnn3Cc3ccccc3)N3CCOCC3)cc2c1 (configuration not stated)
    . | 1.8%
CCn1ncc2c(OCc3ccc(C#N)cc3)cc(C)nc21
    ? | 13.0%*
O=C(O)C1CCCCC1C(=O)NC1CCCCC1 (configuration not stated)
    . | -2.4%
O=C(NCc1ccccc1)c1ccc(Cl)nc1
    6.0 | -2.7%
CN1CCN(C(=O)CSc2ccc(C(F)(F)F)cc2[N+](=O)[O-])CC1
    -10.8 | 2.4%
O=C1C2CC=CCC2C(=O)N1c1ccc(NCCc2ccccc2F)c([N+](=O)[O-])c1 (configuration not stated)
    8.2 | -0.6%
O=C(NCCCN1CCc2ccccc2C1)C1CCN(S(=O)(=O)N2CCCC2)CC1
    -4.8 | 0.9%
CCn1c(=O)cc(SCC(=O)N(C)Cc2ccccc2)c2ccccc21
    -6.9 | -4.8%
COC(=O)c1ccc(C(c2c(N)n(CC(C)C)c(=O)[nH]c2=O)N2CCN(c3ccccc3)CC2)cc1 (configuration not stated)
    . | 4.3%
CC(=O)NC(Cc1ccc(C)cc1)C(=O)NC1CCN(c2ncccc2[N+](=O)[O-])CC1 (configuration not stated)
    -9.4 | -1.7%
O=C(NCCc1c[nH]c2ccccc12)C(=O)NCC1OCCN1S(=O)(=O)c1ccc(Cl)cc1 (configuration not stated)
    . | 2.1%
Cc1ccccc1C(=O)N1CCC(C(=O)N2CCN(S(=O)(=O)c3ccccc3F)CC2)CC1
    4.4 | -7.8%
CC(C)(C)SCCNC(=O)c1ccc(Cl)c([N+](=O)[O-])c1
    . | -5.3%
CCOC(=O)CN1CC23C=CC(O2)C(C(=O)Nc2ccc(F)cc2)C3C1=O (configuration not stated)
    -3.3 | 2.9%
NC(=O)CSc1nnnn1-c1ccccc1Cl
    56.7 | 0.6%
Cc1cc(C)c2c(-n3cccc3)c(NC(=O)OCc3ccccc3)sc2n1
    -7.0 | -0.4%
COc1ccccc1CNC(=O)c1cc2c(s1)CS(=O)(=O)C2
    7.8 | -3.4%
COc1ccc(CCNC2CC(=O)N(CCc3ccccc3)C2=O)cc1 (configuration not stated)
    . | 6.2%
COc1ccc(CC(=O)OCC(=O)Nc2cccc(Br)c2)cc1
    8.6 | 1.1%
Cc1nc(C)c2c(c1C(F)(F)F)-c1ccccc1C2(F)F
    . | -2.3%
Cc1nc2ccc(S(=O)(=O)NCC(=O)O)cc2s1
    3.3 | 3.4%
O=C(N/N=C/c1ccc(-c2cccc(C(F)(F)F)c2)o1)c1cccc(F)c1
    14.5 | 0.0%
O=C(NCCc1ccncc1)c1ccccc1F
    7.8 | -4.2%
Cc1ccc(SCc2ccc(C(=O)NCc3ccncc3)cc2)cc1
    . | -1.2%
O=C(CSCC(=O)NC1CC1)Nc1ccccc1
    -4.8 | 2.9%
Cc1cccc(N(C)C(=O)c2cc3c(=O)[nH]c4ccc(C)cc4c3s2)c1
    -17.7 | 4.5%
NS(=O)(=O)c1ccc(CCNC(=O)CN2CCCCC2)cc1
    -2.7 | 2.3%
COC(=O)[C@@H](NC(=O)NC1CCN(Cc2ccccc2)CC1)C(C)C
    -10.5 | -3.7%

# Later entries.
# Values run as follows: Mtb RmlCD inh | M. tuberculosis GlmU
Cc1ccc(NC(=O)CN(C)C(=O)Cn2cc(C(F)(F)F)ccc2=O)cc1
    -4.7 | -3.9%
O=c1c(Cc2c(F)cccc2Cl)c(O)ccn1CCc1c[nH]c2ccccc12
    -8.7 | 0.6%
C=CCn1c(SCc2nnc(-c3ccccc3)o2)nnc1C(O)c1ccccc1 (configuration not stated)
    . | 5.8%
Cc1cnc(NC(=O)/C=C/c2ccc(Br)o2)s1
    1.3 | 0.0%
Clc1ccccc1Cn1c(/C=C/c2ccco2)nc2ccccc21
    2.9 | 6.6%
CCOC(=O)N1CCC(NCCNC(=O)c2ccccc2Cl)CC1
    -1.0 | -3.4%
CCCC(CCC(=O)Nc1ccc(S(N)(=O)=O)cc1)C(=O)O (configuration not stated)
    . | -4.0%
CN(c1cccc(NC(=O)c2cccc([N+](=O)[O-])c2)c1)S(C)(=O)=O
    -5.8 | 1.9%
CCOC(=O)Nc1cccc(C(=O)O)c1
    . | 2.2%
O=[N+]([O-])c1cccc(N=NN(CCO)c2cccc([N+](=O)[O-])c2)c1
    -0.6 | 2.7%
O=C(NCc1ccco1)c1cc([N+](=O)[O-])ccc1N1CCCCC1
    0.6 | 1.4%
O=C1CCCC2=C1C(c1cccs1)n1ncnc1N2 (configuration not stated)
    33.8 | -0.9%
Cc1ccc(C)c(CN2CCCNC2=O)c1
    12.0 | 2.1%
COc1ccc2nc(NC(=O)C3=NN(c4ccccc4)C(=O)CC3)sc2c1
    -1.6 | -2.4%
O=C1N(Cc2cccnc2)C[C@@H]2C[C@@H](c3ccccc3C(F)(F)F)N3CCC[C@@]123
    . | -2.8%
N#Cc1cc(N2CCOCC2)nc2ccccc12
    -4.2 | -4.5%
O=[N+]([O-])c1cc(-c2csc(NCCc3nc4cc(C(F)(F)F)ccc4n3CCCO)n2)ccc1Cl
    . | 0.4%
CC(NC(=O)/C=C/c1ccc(Br)cc1)c1ccccc1 (configuration not stated)
    5.7 | -4.1%
O=C(Oc1cc(-c2ccccc2)no1)c1ccc(Cl)cc1
    0.0 | 3.0%
NCCCNC(=O)c1cc2ccccc2[nH]1
    -5.2 | -0.8%
CC[N+]12CCC(CC1)C(C(O)(c1ccccc1)c1ccccc1)C2 (configuration not stated)
    -3.1 | 8.4%
Cc1ccc(/C=N/n2c(C)cc(C)c(C#N)c2=O)o1
    -2.3 | -2.2%
Cc1cc(O)c(/C=N/Nc2ccc(F)cc2)c(=O)o1
    4.9 | -4.2%
CCOC(=O)c1c(NC(=O)CSc2nnc(-c3ccccc3)n2CC)sc(C(C)=O)c1C
    9.0 | 7.9%&-4.8%
Clc1ccc(Cn2cc(Br)cn2)cc1Cl
    . | 1.2%
Oc1ccc(Br)cc1C=Nc1cccn2cc(-c3ccccc3)nc12
    8.7 | 2.0%
CCCSc1nc(-n2ncc(C#N)c2N)c2c3c(sc2n1)CCC(C)C3 (configuration not stated)
    8.0 | 4.1%
CN1CCN(C(=O)CSc2nc(-c3cccs3)cc(-c3cccs3)c2C#N)CC1
    4.1 | -3.7%
Fc1ccc(C2=CC(c3cccs3)n3nnnc3N2)cc1 (configuration not stated)
    -7.4 | 2.0%
CCCC(=O)Nc1ccccc1NC(=O)CN(C)S(=O)(=O)c1ccccc1
    5.4 | 6.2%
COc1ccc(Cl)cc1N=Cc1c(O)cc(C)oc1=O
    . | 3.2%
O=C(COc1ccccc1)N/N=C/c1ccc2c(c1)OCO2
    -8.6 | -2.4%
Cc1nn2c(N3CCOCC3)c3c(nc2c1-c1ccccc1)CCCC3
    -4.3 | -2.6%
COc1ccc(OC)c(-n2c(CN3CCC(C(N)=O)CC3)nc3ccccc3c2=O)c1
    12.6 | -7.9%
CCOc1ccc(N2C(=O)C(CC(=O)Nc3ccccc3)N(Cc3ccccn3)C2=S)cc1 (configuration not stated)
    -11.2 | -1.9%
CCN1C[C@]2(CO)CC[C@H](OC)[C@@]34C5C[C@H]6[C@H](OC)C5[C@](O)(C[C@H]6OC)[C@@](O)(C(OC)C23)[C@@H]14 (some centres not stated)
    . | -0.6%
CC(=O)Nc1ccc(-c2cc(N)n(-c3ccccc3)n2)cc1
    -1.5 | -2.2%
COc1cc(NC(=O)c2cccc(C)c2)c(OC)cc1NC(=O)CN1CCOCC1
    7.8 | 4.1%
CCc1nc2ccccc2c(C(=O)OCC(=O)C(C)(C)C)c1C
    10.9 | -4.7%
COc1ccc(CCNC2CC(=O)N(N(C)C)C2=O)cc1OC (configuration not stated)
    1.4 | -2.0%

# A draw from above in order of length of the SMILES, ascending.
# Values run as follows: Mtb RmlCD inh | M. tuberculosis GlmU
COc1ccc(Cl)cc1N=Cc1c(O)cc(C)oc1=O
    . | 3.2%
Cc1cc(O)c(/C=N/Nc2ccc(F)cc2)c(=O)o1
    4.9 | -4.2%
Cc1nn2c(N3CCOCC3)c3c(nc2c1-c1ccccc1)CCCC3
    -4.3 | -2.6%
CC[N+]12CCC(CC1)C(C(O)(c1ccccc1)c1ccccc1)C2 (configuration not stated)
    -3.1 | 8.4%
COc1ccc(OC)c(-n2c(CN3CCC(C(N)=O)CC3)nc3ccccc3c2=O)c1
    12.6 | -7.9%
CCN1C[C@]2(CO)CC[C@H](OC)[C@@]34C5C[C@H]6[C@H](OC)C5[C@](O)(C[C@H]6OC)[C@@](O)(C(OC)C23)[C@@H]14 (some centres not stated)
    . | -0.6%

# Later entries:
# Values run as follows: Mtb RmlCD inh | M. tuberculosis GlmU
COc1ccc(S(=O)(=O)NC(C(=O)NCCc2ccccn2)C(C)C)cc1 (configuration not stated)
    -7.3 | 0.8%
Cn1c(N)c(C(=O)CSc2nc(N)cc(=O)[nH]2)c(=O)n(C)c1=O
    . | 0.4%
NC(=O)CSc1nccn1Cc1ccc(Cl)cc1
    -4.9 | -3.6%
CN(C(=O)c1cnc(N2CCN(c3ncccn3)CC2)c2ccccc12)c1ccc(Cl)cc1
    -7.6 | .
Cc1cc(C)c(NC2=NS(=O)(=O)c3ccccc32)c(C)c1
    5.8 | 0.2%
Cc1nn(-c2ccccc2)c(C)c1/C=N/NC(=O)c1cc(C23CC4CC(CC(C4)C2)C3)[nH]n1
    -8.5 | 2.5%
S=C(NCc1ccccc1)N1CCN(Cc2ccc3c(c2)OCO3)CC1
    . | -5.8%
CCCCNCc1cc2ccccc2o1
    -9.8 | -2.0%
NNc1cc([N+](=O)[O-])cc2c1C(=O)N(Cc1ccccc1)S2=O (configuration not stated)
    -9.1 | -3.9%
COc1ccc(C(=O)C2CCCN(Cc3cccc(C)n3)C2)c(OC)c1 (configuration not stated)
    . | 5.8%
Cc1ccc(SCCNC(=O)C(C)C)cc1
    . | 2.6%
COc1cc(C2/C(=C(\O)c3cc(C)ccc3C)C(=O)C(=O)N2CCN(C)C)ccc1O (configuration not stated)
    . | -2.3%
O=C(CN1C(=O)/C(=C2\SC(=S)N(C3CCS(=O)(=O)C3)C2=O)c2ccccc21)Nc1ccc(F)cc1 (configuration not stated)
    -6.4 | -1.4%
O=C(CNc1ccccc1)N/N=C/c1cn(-c2ccccc2)nc1-c1ccccc1
    -5.8 | 1.8%
Cc1c(C(=O)NN2CCOCC2)oc2c1ccc1ccccc12
    2.4 | 1.7%
CCOc1ccc(-c2cc(CCCC(=O)NCc3cccnc3)no2)cc1
    . | 0.7%
